High-throughput results deposited in PubChem by Johns Hopkins Ion Channel Center.
KCNQ1 inh = inhibitors of human KCNQ1 channel, primary screen, cell-based, thallium flux, high-throughput. Potassium voltage-gated channel subfamily KQT member 1 (Homo sapiens), P51787. CHO-K1 KCNQ1, FluxOR thallium flux fluorescence; active compounds read high. B-score at 10 µM. 310,000 tested, 1.3% active. AID 2642, 2010;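 active = compounds whose thallium flux B-score, printed positive for inhibition, exceeds three library SD while starting fluorescence stays within three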;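 note: channel opened by potassium depolarization with thallium stimulus after 20 min compound exposure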
RGS4 inh = RGS4 inhibitors, primary screen, cell-based, HEK293 M3R inducible RGS4, calcium flux; Fluo-4 calcium flux; active compounds read high; triggered by carbachol at its EC20; B-score at 10 µM; 310,000 tested, 0.45% active;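 active = B-score, a plate-corrected calcium signal, over three deviations above library mean, with baseline fluorescence within five deviations of library mean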;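 note: RGS4 expression induced by doxycycline in cells with stable M3 receptor; B-score is computed from the integrated fluorescence ratio over baseline after carbachol; higher B-score means a larger calcium signal and so more RGS4 inhibition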
RGS4 pot = RGS4 potentiators or activators, primary screen, cell-based, HEK293 M3R inducible RGS4, calcium flux | 310,000 tested, 0.92% active | B-score at 10 µM | AID 463111, 2010 | carbachol calcium flux Fluo4; active compounds read low;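 active = B-score of the integrated calcium signal more than 4 SD below the library mean, with starting fluorescence not abnormally high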;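 note: negative B-score means reduced calcium response which marks RGS4 activation or potentiation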
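test system = HEK293 cells with stable M3R and inducible RGS4 | schedule = recording 10 s baseline at 1 Hz, 100 s post-agonist | technique = Fluo4-AM (2 µM) calcium-flux fluorescence, kinetic read | measure = Agonist-evoked peak-minus-minimum fluorescence over baseline, integrated ratio, B score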
TMEM16A inh = TMEM16A chloride channel inhibitors, primary screen, cell-based, HTS. Anoctamin-1 (Mus musculus), Q8BHY3. AID 588511, 2011. 310,000 tested, 1.2% active. normalized B-score (activity score, 25-100; higher = stronger inhibition) at 10 µM. HEK293 TMEM16A/YFP iodide influx fluorescence, ionomycin;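 active = ratio plate-corrected score three or more library SD toward inhibition, starting fluorescence score within five deviations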;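 note: score derived from kinetic fluorescence span divided by baseline fluorescence per well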
KCNK9 block = KCNK9 potassium channel inhibitors, primary screen, HEK293 cells, thallium flux. Potassium channel subfamily K member 9 (Homo sapiens), Q9NPC2. FluxOR thallium flux fluorescence; active compounds read low. B-score at 10 µM. 310,000 tested, 1.2% active;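 active = ratio B-score over 3 SD below the library mean, with starting fluorescence within 5 SD of its mean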;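 note: negative B-score means less thallium flux so channel inhibition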
KCNQ1 pot = potentiators or activators of KCNQ1 channel, primary screen, cell-based, thallium flux, high-throughput. Potassium voltage-gated channel subfamily KQT member 1 (Homo sapiens), P51787. CHO-K1 KCNQ1, thallium flux FluxOR fluorescence; active compounds read high. B-score at 10 µM. 310,000 tested, 0.35% active. AID 2648, 2010;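 active = fluorescence ratio B-score, a plate-corrected score, at least three library SD, with initial intensity B-score within 5 SD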
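Schedule – 37 °C overnight plating, 90-min dark dye load, 20-min compound pretreatment · System – stable KCNQ1 CHO-K1 line · Probe or stimulus – thallium- and potassium-containing depolarizing buffer · Measured by – kinetic FluxOR fluorescence, 10 s baseline plus 110 s post-stimulus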
MrgX1 allo act = positive allosteric modulators of MrgX1, primary screen, HEK293 cells, Fluo-4 calcium flux. FDSS; active compounds read high. B-score at 10 µM. 310,000 tested, 0.63% active. AID 588675, 2011;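 active = plate-corrected calcium response at least 3 library SD above typical, normal starting fluorescence, not activating the receptor alone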;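 note: compound read alongside a low EC10 to EC30 dose of BAM8-22 agonist; peak minus trough fluorescence over baseline measured at the second addition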
KCNK3 block = human KCNK3 channel inhibitors, primary screen, CHO cells, FluxOR thallium flux, B-score. FluxOR fluorescence; active compounds read low. B-score at 10 µM. 340,000 tested, 0.84% active. AID 602410, 2012;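 active = B-score under library mean minus 4 SD, starting fluorescence ratio at most library mean plus 5 SD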;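 note: more negative B-score means stronger inhibition of thallium flux through KCNK3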
TMEM16A act = TMEM16A chloride channel activators or potentiators, primary screen, cell-based, HTS | 340,000 tested, 0.3% active | HEK293 TMEM16A/YFP-H148Q/I152L, iodide quench fluorescence; active compounds read low | Anoctamin-1 (Mus musculus), Q8BHY3 | B-score at 10 µM | AID 623877, 2012;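 active = fluorescence-ratio B-score plate-corrected deviation score at least 3 library SD below zero, with starting fluorescence score within 5 deviations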;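 note: channel opened by trigger with iodide after compound preincubation; score built on the fluorescence ratio of max minus min over baseline; more negative score means more quench and so TMEM16A activation or potentiation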
MrgX1 ag = agonists of human MrgX1 receptor, primary screen, HEK293 cells, Fluo-4 calcium flux; Mas-related G-protein coupled receptor member X1 (Homo sapiens), Q96LB2; Fluo-4 calcium fluorescence, agonist mode; active compounds read high; B-score at 10 µM; 310,000 tested, 0.44% active;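 active = calcium response B-score plate-corrected fluorescence ratio at least 3 library SD, with starting fluorescence B-score inside 5 SD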
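Material: MrgX1-expressing HEK293 cells / Dosing: compound as first of three additions / Incubation: overnight seeding, then 1 h dark dye loading / Signal: Fluo-4 NW calcium fluorescence / Evaluation: B-scored fluorescence response ratio / Benchmarks: positive and negative control wells on each plate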
hERG protect = hERG rescue from dofetilide block, primary screen, cell-based, CHO-hERG, FluxOR thallium flux, dofetilide IC70; activation (rescue from dofetilide block), less the hit threshold, % at 10 µM; AID 1511, 2009; dofetilide IC70 present; 310,000 tested, 0.51% active; Voltage-gated inwardly rectifying potassium channel KCNH2 (Homo sapiens), Q12809;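 active = activation above the mean of controls blocked by dofetilide plus 5 SD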;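 note: thallium influx through hERG after potassium depolarization seen as dye fluorescence rise; in these data hits start at about 4.7%; inactives centre near -7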
Target sequence (Q12809 whole entry, looked up): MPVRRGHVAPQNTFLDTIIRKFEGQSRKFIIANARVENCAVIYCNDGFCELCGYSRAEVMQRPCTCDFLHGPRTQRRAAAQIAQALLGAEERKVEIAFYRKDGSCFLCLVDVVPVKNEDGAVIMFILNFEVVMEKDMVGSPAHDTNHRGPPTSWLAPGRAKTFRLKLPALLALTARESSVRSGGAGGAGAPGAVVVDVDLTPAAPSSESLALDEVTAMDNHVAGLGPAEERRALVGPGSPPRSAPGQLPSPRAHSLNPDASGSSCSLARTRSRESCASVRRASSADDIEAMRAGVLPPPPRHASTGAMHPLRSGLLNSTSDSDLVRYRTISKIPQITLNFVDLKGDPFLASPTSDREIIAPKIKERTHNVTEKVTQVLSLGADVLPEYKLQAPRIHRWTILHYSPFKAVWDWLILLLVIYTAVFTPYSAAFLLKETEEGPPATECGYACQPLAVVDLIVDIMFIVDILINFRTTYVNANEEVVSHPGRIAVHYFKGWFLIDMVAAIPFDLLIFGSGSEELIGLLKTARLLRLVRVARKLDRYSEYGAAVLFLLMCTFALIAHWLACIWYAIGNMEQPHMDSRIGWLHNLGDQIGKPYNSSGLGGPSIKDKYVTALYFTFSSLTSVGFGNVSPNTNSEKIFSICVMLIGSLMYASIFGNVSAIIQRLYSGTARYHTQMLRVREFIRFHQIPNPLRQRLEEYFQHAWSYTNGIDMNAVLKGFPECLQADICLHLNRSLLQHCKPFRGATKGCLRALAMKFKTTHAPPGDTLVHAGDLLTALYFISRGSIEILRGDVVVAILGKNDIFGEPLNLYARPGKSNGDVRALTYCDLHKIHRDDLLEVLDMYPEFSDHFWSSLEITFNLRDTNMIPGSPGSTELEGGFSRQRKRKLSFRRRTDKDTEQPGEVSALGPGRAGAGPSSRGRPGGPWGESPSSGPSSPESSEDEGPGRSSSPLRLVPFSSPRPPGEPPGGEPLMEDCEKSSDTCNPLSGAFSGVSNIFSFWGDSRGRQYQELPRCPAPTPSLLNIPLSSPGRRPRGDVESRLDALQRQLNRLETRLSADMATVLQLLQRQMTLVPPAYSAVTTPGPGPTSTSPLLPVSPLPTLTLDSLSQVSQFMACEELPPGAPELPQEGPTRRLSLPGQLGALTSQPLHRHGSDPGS
Active calls of the source: *; i = inactive; nt = no result given.

smiles	KCNQ1 inh	RGS4 inh	RGS4 pot	TMEM16A inh	KCNK9 block	KCNQ1 pot	MrgX1 allo act	KCNK3 block	TMEM16A act	MrgX1 ag	hERG protect
O=C(NCC1CCCO1)c1sc(=S)n2c1[nH]c(=O)c1ccc(C(=O)N3CCCCC3)cc12 (centres undefined)	i	i	i	i	i	i	i	i	i	i	-20.7
Cc1cc(=O)oc2cc(OCc3nnc(-c4ccccc4Br)o3)ccc12	nt	nt	nt	i	nt	nt	i	i	i	i	nt
COn1c(=O)c(-c2ccccc2)[n+]([O-])c2ccccc21	i	i	i	i	i	i	i	i	i	i	-2.4
Cn1ccnc1Sc1cc(Cl)ccc1[N+](=O)[O-]	i	i	i	i	i	i	i	i	i	i	-10.4
C=CCc1cccc2cc(C(=O)N3CCN(C(=O)OCC)CC3)c(=O)oc12	i	i	i	i	i	i	i	i	i	i	-11.2
c1ccc(CNC2=NCCCC2)cc1	i	i	i	i	i	i	i	i	i	i	-3.4
Cc1cc(C)c2c(N)c(C(=O)Nc3ccccc3Cl)sc2n1	i	i	i	i	i	i	i	i	i	i	-4.4
O=C(Cc1cccc(C(F)(F)F)c1)Nc1ccc(S(=O)(=O)N2CCCC2)cc1	i	i	i	i	i	i	i	i	i	i	-7.2
CCCCC1CC(C)(C(=O)CSc2nc3ccccc3s2)OC1=O (centres undefined)	i	i	i	100*	i	i	i	i	i	i	-5.5
CN(C)S(=O)(=O)c1cc(NC(=O)c2ccc(-n3ccnc3)c([N+](=O)[O-])c2)ccc1Cl	i	i	i	i	i	i	i	i	i	i	-11.7
CC1=C(C(=O)NCc2ccc3c(c2)OCO3)C2(CCC(C)CC2)OC1=O (centres undefined)	i	i	i	i	i	i	i	i	i	i	-8.1
Cc1nn(C)c(C)c1C1C(C#N)=C(N)OC2=C1C(=O)CC(C)(C)C2 (centres undefined)	i	i	i	i	i	i	i	i	i	i	-12.2
O=C(CCC(=O)OCc1ccc(Cl)cc1)Nc1cccc([N+](=O)[O-])c1	i	i	i	i	i	i	i	i	i	i	-16.4
Cc1nc(SCC(=O)c2ccc(F)cc2)c([N+](=O)[O-])[nH]1	i	i	i	i	i	i	i	i	i	i	-9.0
COc1cc(/C=C/C(=O)c2ccccc2O)cc(OC)c1OC	i	i	i	i	i	i	i	i	i	i	-4.4
O=c1ccc2c(o1)/C(=C/C=C(Cl)Cl)CCC2	i	i	i	i	-12.4*	i	i	i	i	i	-3.0
O=C(/C=C/c1c(F)cccc1Cl)Nc1ncccn1	i	i	i	i	i	i	i	i	i	i	-7.4
COc1ccc(OCC(=O)N2CCN(c3nnc(-c4ccc(C)cc4)c4ccccc34)CC2)cc1	i	i	i	i	i	i	i	i	i	i	-17.9
COC1(c2cc(-c3ccccc3)nc(N)n2)CCCCC1	i	i	i	i	i	i	30.7*	i	i	i	-16.0
NC(=O)c1ccc(N=Nc2c(O)c3ccccc3[nH]c2=O)cc1	i	i	i	i	i	i	i	nt	nt	i	-5.9
O=C(O)CCC(=O)Nc1ccc(Oc2ncnc3cc(Cl)ccc23)nc1	i	i	i	i	i	i	i	i	i	i	-4.6
NNC(=O)c1ccccc1-n1cccc1	i	i	i	i	i	i	i	i	i	i	-1.9
CCOC(=O)C1=C(CCl)NC(=O)NC1c1ccc2c(c1)OCO2 (centres undefined)	i	i	i	i	i	i	i	i	i	i	-0.1
Cc1cc(C)nc(-n2ncc(C#N)c2N)n1	i	i	i	i	i	i	i	i	i	i	-8.8
CC(C)c1nnc(NC(=O)CCC(=O)Nc2ccc(Cl)cc2)s1	i	i	i	i	i	i	i	i	i	i	-8.6
O=C(c1ccc(NC(=O)C2(c3ccccc3)CCCC2)cc1)N1CCOCC1	i	i	i	i	i	i	i	i	i	i	-11.5
C/C(=N\NC(=O)c1ccc(F)cc1)c1ccc(N2CCOCC2)cc1	i	i	i	i	i	i	i	i	i	i	-2.1
O=C(NC1CC1)C1=COCCO1	i	i	i	i	i	i	i	i	i	i	-4.8
COC(=O)C1=NN(C(C)(C)CC(C)=O)C2C(=O)N(C3CCCCC3)C(=O)C12 (centres undefined)	i	i	i	i	i	i	i	i	i	i	-12.6
COc1ccc(NC(=O)CCS(=O)(=O)c2cc3c(cc2Cl)NC(=O)CO3)cc1OC	i	i	i	i	i	i	i	i	i	i	-6.2
CCCCC(CC)C(=O)Nc1ccccc1C(=O)NC(C)C (centres undefined)	i	i	i	i	i	i	i	i	i	i	-7.7
O=[N+]([O-])c1ccccc1/C=C/CN1CCSCC1	i	i	i	i	i	i	i	i	i	i	-12.3
O=C(Nc1ccccc1)N1CCN(c2ccccn2)CC1	i	i	i	i	i	i	i	i	i	i	-5.2
COc1ccc(C2NC(c3ccc(OC)cc3)C(C)C(=O)C2C)cc1 (centres undefined)	i	i	i	i	i	i	i	i	i	i	-0.8
Cc1cccc(C(=O)NC2CCN(C(=O)NCc3ccccc3)CC2)c1	i	i	i	i	i	i	i	i	i	i	-1.5
COc1ccc(S(=O)(=O)N2CCC(C(=O)N[C@H](C(=O)N3CCCCCC3)C(C)C)CC2)cc1	i	i	i	i	i	i	i	i	i	i	-7.5
COc1cc(-c2c(NC(=O)c3ccco3)oc3ccccc3c2=O)cc(OC)c1OC	i	i	i	i	i	i	i	i	i	i	-3.5
COC(=O)C1=NN(c2ccc(C)cc2)C2C(=O)N(c3ccccc3OC)C(=O)C12 (centres undefined)	i	i	i	i	i	i	i	i	i	i	-0.5
COC(=O)/C(C#N)=C/N(C)C	i	i	i	i	i	i	i	i	i	i	-9.6
O=C(/C=C/c1ccc(Cl)c(Cl)c1)NCc1ccco1	i	i	i	i	i	i	i	i	i	i	-7.3
O=C(COC(=O)c1c(Cl)ccc(Cl)c1Cl)NC1CCS(=O)(=O)C1 (centres undefined)	i	i	i	i	i	i	i	i	i	i	-0.8
O=C(CN1C(=O)/C(=C/c2ccccc2F)Sc2ccccc21)NCC1CCCO1 (centres undefined)	i	i	i	i	i	i	i	i	i	i	-10.8
CC(=O)Nc1ccc(-n2nnnc2SCC(=O)Nc2cccc(NC(=O)c3ccco3)c2)cc1	i	i	i	i	i	i	i	i	i	i	-11.2
CCC1Sc2ccc(S(=O)(=O)Nc3ccc(OC)cc3)cc2NC1=O (centres undefined)	i	i	i	i	i	i	i	i	i	i	-6.5
O=C(NN1CC(C(=O)OCc2ccccc2F)CC1=O)c1ccccc1 (centres undefined)	i	i	i	i	i	i	i	i	i	i	-5.2
COc1ccc(S(=O)(=O)N2CCCC(C(=O)NCc3ccco3)C2)cc1OC (centres undefined)	i	i	i	i	i	i	i	i	i	i	-8.8
C=CCOc1ccn(C)c(=O)n1	i	i	i	i	i	i	i	i	i	i	-5.0
CN(c1ccc(C(=O)Nc2ccccc2Sc2ccccc2)cc1)S(C)(=O)=O	i	i	i	i	i	i	i	i	i	i	-5.9
CC(=O)NC(=S)Nc1sc2c(c1C#N)CCCCC2	i	i	i	nt	i	i	nt	i	i	nt	-14.1
CCOC(=O)C1(Cc2ccccc2C)CCCN(S(=O)(=O)CC)C1 (centres undefined)	i	i	i	i	i	i	i	i	i	i	-4.1
OCCNc1nc(Nc2ccc(Br)cc2)nc2ccccc12	15*	i	i	25*	i	i	i	nt	nt	i	-8.5
O=C(/C=C/c1ccc(F)cc1)NC(=S)N1CCCCC1c1cccnc1 (centres undefined)	i	i	i	i	i	i	i	i	i	i	-12.0
O=C(NC(Cc1ccccc1)C(=O)O)/C(=C/c1ccccc1)NC(=O)c1ccc(Br)o1 (centres undefined)	i	i	i	i	i	i	i	i	i	i	-7.0
Cc1cccc(-n2nc(C(=O)c3ccco3)cc(-c3nc4ccccc4[nH]3)c2=N)c1	10*	i	-8.08*	i	i	i	i	i	i	i	-23.1
CCc1cc2c(N3CCN(c4nnc(CC)s4)CC3)ncnc2s1	i	i	i	100*	i	i	i	i	i	i	-9.1
COc1ccccc1C(=O)N/N=C(\C)CC(=O)Nc1ccc(Nc2ccccc2)cc1	i	i	i	i	i	i	i	i	i	i	-7.8
Cc1c(NC(=O)C(=O)N/N=C/c2cccs2)c(=O)n(-c2ccccc2)n1C	i	i	i	i	i	i	i	i	i	i	-8.3
Cc1ccc(N2CCN(c3ccc(NC(=O)CCC(=O)O)cc3)CC2)cc1	i	i	i	i	i	i	i	i	i	i	0.8
COc1ccc(S(=O)(=O)Nc2nc3ccccc3nc2NCc2ccc3c(c2)OCO3)cc1	i	i	i	i	i	i	i	i	i	i	-12.3
CC1=C(Cl)C2=NS(=O)(=O)CCN2C=C1Cl	i	i	i	i	i	i	i	i	i	i	-3.0
CCOc1cc(/C=N\NC(N)=O)cc(Br)c1OC(C)C	i	i	i	i	i	i	i	i	i	i	-5.7
O=C(O)c1cncc(C#Cc2ccccc2)c1	i	i	i	i	i	i	i	i	i	i	-6.2
